GLP1R cytotox – qHTS of GLP-1 Receptor Inverse Agonists: Cytotox Screen. actives 0.13% (n = 410,000). AID 624418, 2012. Potency, µM (highest dose often 38.3 µM), for inactives: top-dose activity change, negative = inhibition, usual class: inhibitors. HEK293 cAMP-luciferase reporter cells, luminescence, 24 h;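 also: loss of luciferase light is scored as toxicity; % is scaled to controls: 0 for no effect and ±100 for the full control effect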
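Compound-treated cells are incubated 24 hr at 37 deg C under 5% CO2 after a 12 hour attachment period, then luciferase detection reagent is added and luminescence is measured following 12 min at room temperature; lowered signal indicates toxicity.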
KB-3-1 tox – qHTS assay for MDR1-selective chemotherapeutics: Primary screen using the parental adenocarcinoma cell KB-3-1 | actives 1.4% (n = 400,000) | Potency, µM (titrated, usually from 46.1 µM), for inactives: at the top dose activity change, negative = cytotoxic, actives largely listed as cytotoxic | KB-3-1 viability, CellTiter-Glo ATP luminescence, 72 h; also: % is scaled to controls: 0 for no effect and ±100 for the full control effect; nearly all actives have a fitted effect of over 60% in size
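Viability of parental KB-3-1 cells, measured by CellTiter-Glo luminescence, followed a 72 h incubation at 37 °C with pinned compounds in phenol-red-free DMEM containing 10% FBS.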
GLP-1R agonist – qHTS of GLP-1 Receptor Agonists. HEK293 GLP-1R CRE-luciferase, luminescence, 4-6 h; cells express a hypersensitive GLP-1R form. actives 0.007% (n = 380,000). Glucagon-like peptide 1 receptor (Homo sapiens), P43220. AID 624172, 2012. Potency, µM (doses to about 45.6 µM), without a hit: at the highest dose activation, hits mostly activators; also: % of control where 0% means no effect
Target sequence (P43220 whole entry, looked up): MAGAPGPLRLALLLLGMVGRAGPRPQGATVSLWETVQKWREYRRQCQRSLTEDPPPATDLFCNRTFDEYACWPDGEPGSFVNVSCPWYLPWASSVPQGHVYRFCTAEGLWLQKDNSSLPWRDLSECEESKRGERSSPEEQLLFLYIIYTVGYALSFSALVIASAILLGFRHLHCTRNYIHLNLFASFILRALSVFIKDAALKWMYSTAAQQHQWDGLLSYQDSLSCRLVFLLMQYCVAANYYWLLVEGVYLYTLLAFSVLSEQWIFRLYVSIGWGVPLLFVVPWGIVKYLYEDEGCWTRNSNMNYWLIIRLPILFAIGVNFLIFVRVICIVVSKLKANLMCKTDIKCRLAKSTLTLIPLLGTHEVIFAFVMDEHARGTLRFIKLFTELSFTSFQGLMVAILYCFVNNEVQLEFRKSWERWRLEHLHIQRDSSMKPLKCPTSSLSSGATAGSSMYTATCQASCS
SW480 rerep – A quantitative high throughput screen for small molecules that induce DNA re-replication in SW480 colon adenocarcinoma cells. actives 1.8% (n = 340,000). Potency, µM (series often up to 46.1 µM), inactives show top-dose re-replication activation, most hits filed as activators. AID 624297, 2012. SW480 DNA re-replication, Hoechst DNA content imaging, 48 h; also: % of control where 0% means no effect; nearly all actives have a fitted effect of over 55% in size
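DNA re-replication was detected as more nuclei of elevated Hoechst intensity after 48 hr exposure to compound (23 nL pinned per well of 250 cells).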
HT1080-NT tox – qHTS for induction of synthetic lethality in tumor cells producing 2HG: qHTS for the HT-1080-NT fibrosarcoma cell line. HT-1080-NT fibrosarcoma viability, CellTiter-Glo ATP luminescence, 48 h. actives 1.6% (n = 360,000). Potency, µM (titrated, usually from 46.1 µM), inactives show at the top dose activity, negative = less viability, usual class: cytotoxic;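 also: NT is the 2HG producing partner of a matched IDH1 knockdown line; 0% = DMSO-treated cells and -100% = media-only wells without cells; nearly all actives have a fitted effect of over 55% in size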
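Fibrosarcoma NT cells, 750 per well in 5% FBS RPMI, were exposed to compound for 48 hours. Viability: CellTiter-Glo luminescence.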
KB-V1 cytotox – qHTS assay for MDR1-selective chemotherapeutics: Primary screen using the drug-selected MDR subline cells KB-V1 | actives 3.4% (n = 400,000) | KB-V1 MDR cells viability, CellTiter-Glo, 72 h | Potency, µM (doses to about 46.1 µM), for inactives: at the top dose activity change, negative = cytotoxicity, most hits filed as cytotoxic; also: % is scaled to controls: 0 for no effect and ±100 for the full control effect; nearly all actives have a fitted effect of over 60% in size
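KB-V1, DMEM (no phenol red) + 10% FBS; cpd pin-transferred, titration series; 72 h, 37 degrees C; CellTiter-Glo, luminescence. Data normalized, curve-fit.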
GLP-1R inv ag – qHTS of GLP-1 Receptor Inverse Agonists (Inhibition Mode); Glucagon-like peptide 1 receptor (Homo sapiens), P43220; HEK293 GLP-1R CRE-luciferase, luminescence, 24 h; GLP-1R form is constitutively active; actives 1.6% (n = 410,000); AID 624417, 2012; Potency, µM (highest dose often 38.3 µM), for the others: top-dose activity change, negative = inhibition, most hits filed as inhibitors; also: % is scaled to controls: 0 for no effect and ±100 for the full control effect; nearly all actives have a fitted effect of over 55% in size
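Using stably transfected HEK293 (constitutively active GLP-1R, cAMP-luciferase reporter), compounds were incubated 24 hr and luciferase measured by luminescence.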
TDP43 rescue – qHTS of TDP-43 Inhibitors; AID 652104, 2013; actives 1.8% (n = 410,000); Potency, µM (doses to about 46.1 µM), inactives show at the top dose growth rescue (activation), actives largely listed as activators; TDP-43 expressing yeast growth rescue, BacTiter-Glo, 24 h; also: % of control where 0% means no effect; nearly all actives have a fitted effect of over 50% in size
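Cell-based yeast growth screen: TDP-43 expression induced in galactose, inoculum OD600=0.02 after raffinose pregrowth to mid-log. Read-out BacTiter-Glo luminescence at 24 hr, 30 deg C; inhibition of toxicity seen as signal increase.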
HT1080 IDH1KD tx – qHTS for induction of synthetic lethality in tumor cells producing 2HG: qHTS for the HT-1080-IDH1KD cell line. HT-1080 IDH1 knockdown viability, ATP luminescence, 48 h. Potency, µM (series often up to 46.1 µM), for inactives: at the top dose activity, negative = toxicity, hits mostly cytotoxic. actives 2% (n = 360,000). AID 686971, 2013;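 also: 0% = DMSO wells and -100% = cell-free medium wells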
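Cytotoxicity counter-line: IDH1KD HT-1080, 48 h, CellTiter-Glo. Curves classed by r2, magnitude and activity.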
Active calls of the source: *; u = inconclusive; x = not tested or not shown; & = joins results of further samples; [ ] = dose if it differs, or a comment. Calls follow the shape of the dose curve; as a rule, active = well fitted curve in the direction sought with a large enough effect; inconclusive = small, poorly fitted or top-dose-only effect, or another doubt; inactive = no such curve, though single readings can be large; an effect the other way counts as inactive or inconclusive. Potency is read from the fitted curve at half-maximal effect.

SMILES	GLP1R cytotox	KB-3-1 tox	GLP-1R agonist	SW480 rerep	HT1080-NT tox	KB-V1 cytotox	GLP-1R inv ag	TDP43 rescue	HT1080 IDH1KD tx
CC(=NNC(=O)CSc1nc2ccccc2o1)c1ccco1	-6%	0%	0%	-16%	6%	u	39%[activator]	2%	4%
c1cncc(C2SCCCS2)c1	1%	16%	4%	x	1%	24%	7%	15%	0%
CCc1ccc2c(c1)C(=O)c1ccccc1C2=O	-8%	0%	21%	0%	-1%	2%	0%	-1%	3%
Cn1cccc1C(=O)NC(=O)CSc1nnc(C2CC2)n1-c1ccccc1	-6%	20%	1%	-7%	-22%	23%	13%	-1%	-10%
CCCN(CC(=O)Nc1ccccc1C)C(=O)c1ccc(N2CCCCC2)c([N+](=O)[O-])c1	-7%	9%	0%	-3%	1%	-27%	u	30%	-1%
Cc1ccc(N2Cc3ccccc3OC(C)C2=O)cc1 (stereo not given)	2%	-10%	1%	-12%	26%	0%	u	28%	18%
COCCn1nnnc1SCC(=O)NCc1ccc2c(c1)OCO2	27%	-5%	-1%	5%	22%	8%	18%	6%	22%
NC(=O)NC(c1ccccc1)c1ccccc1F (stereo not given)	6%	10%	-8%	-1%	-3%	-9%	0%	u	-4%
COc1ccc(CN2CNc3nc4ccccc4n3C2)cc1	6%	1%	5%	-5%	-10%	3%	6%	15%	-7%
O=C(NC1CCS(=O)(=O)C1)c1cc2c(=O)n3ccccc3nc2n1Cc1ccccc1 (stereo not given)	35%[activator]	4%	-2%	x	5%	-8%	11%	6%	6%
O=C1CCN(Cc2ccc([N+](=O)[O-])cc2)CCN1[C@H](CO)c1ccccc1	1%	14%&4%	2%	-16%	12%	u	7%	u	10%
C=CCc1ccccc1OCCSc1nc(-c2cccs2)nc2cc(=O)[nH]n12	-7%	u	x	x	x	9%	-5%	9%	x
CCc1ccccc1Nc1cc(C(=O)NCc2ccccn2)c2ccccc2n1	3%	u	7%	u	1%	-24%	u	-4%	-4%
CC(C)(Oc1ccc(CCNC(=O)c2ccc(Cl)cc2)cc1)C(=O)O	2%	0%	-1%	9%	21%	-5%	14%	0%	2%
CCOC(=O)C1=C(C)NC(C)=C(C(=O)OCC)C1c1cccc(C)n1	-4%	26%	10%	-4%	20%	0%	4%	-10%[1.82 µM]	19%
COc1ccccc1NC(=O)CSc1nnc(CNC(=O)c2cccs2)o1	-4%	6%	0%	-19%	3%	u	0%	11%	5%
COc1ccccc1COCC(O)CN1CCN(S(=O)(=O)c2cccc(F)c2)CC1 (stereo not given)	-10%	8%	-6%	29%	3%	-11%	-12%	16%	4%
O=C(CSc1nc(=O)n2ccccc2n1)N1CCN(c2ccccc2)CC1	21%	0%	11%	u	2%	-15%	80%[activator]	-7%	2%
CCOC(=O)C(C)Sc1nc(-c2ccccc2)ccc1C#N (stereo not given)	-13%	u	u	x	x	u	-11%	19%	x
O=C1c2ccccc2C(=O)N1CC(O)CNc1ccc(Br)cc1 (stereo not given)	-6%	-3%	-7%	2%	9%	-5%	0%	-9%	11%

Four of these compounds in a different format:
O=C1CCN(Cc2ccc([N+](=O)[O-])cc2)CCN1[C@H](CO)c1ccccc1
- GLP1R cytotox = 1%
- KB-3-1 tox = 14%&4%
- GLP-1R agonist = 2%
- SW480 rerep = -16%
- HT1080-NT tox = 12%
- KB-V1 cytotox = u
- GLP-1R inv ag = 7%
- TDP43 rescue = u
- HT1080 IDH1KD tx = 10%
CC(C)(Oc1ccc(CCNC(=O)c2ccc(Cl)cc2)cc1)C(=O)O
- GLP1R cytotox = 2%
- KB-3-1 tox = 0%
- GLP-1R agonist = -1%
- SW480 rerep = 9%
- HT1080-NT tox = 21%
- KB-V1 cytotox = -5%
- GLP-1R inv ag = 14%
- TDP43 rescue = 0%
- HT1080 IDH1KD tx = 2%
C=CCc1ccccc1OCCSc1nc(-c2cccs2)nc2cc(=O)[nH]n12
- GLP1R cytotox = -7%
- KB-3-1 tox = u
- GLP-1R agonist = x
- SW480 rerep = x
- HT1080-NT tox = x
- KB-V1 cytotox = 9%
- GLP-1R inv ag = -5%
- TDP43 rescue = 9%
- HT1080 IDH1KD tx = x
CCc1ccccc1Nc1cc(C(=O)NCc2ccccn2)c2ccccc2n1
- GLP1R cytotox = 3%
- KB-3-1 tox = u
- GLP-1R agonist = 7%
- SW480 rerep = u
- HT1080-NT tox = 1%
- KB-V1 cytotox = -24%
- GLP-1R inv ag = u
- TDP43 rescue = -4%
- HT1080 IDH1KD tx = -4%

(continued)
SMILES	GLP1R cytotox	KB-3-1 tox	GLP-1R agonist	SW480 rerep	HT1080-NT tox	KB-V1 cytotox	GLP-1R inv ag	TDP43 rescue	HT1080 IDH1KD tx
C[C@@H]1CCCCO[C@H](CN(C)S(=O)(=O)c2ccccc2)[C@@H](C)CN([C@H](C)CO)C(=O)c2cc(NC(=O)Cc3ccccc3)ccc2O1	2%	-12%	5%	x	4%	13%	-10%	6%	-5%
Cc1oc(-c2cccs2)cc1C(=O)N1CCCC(C)(C(=O)O)C1 (stereo not given)	3%	0%	-6%	x	6%	4%	6%	3%	5%
Nc1nc(SCc2ccc(Cl)cc2)ns1	-2%	0%	-2%	1%	-1%	20%	0%	16µM*	0%
Cc1cc(NS(=O)(=O)c2ccc(NC(=O)/C=C/c3ccco3)cc2)nc(C)n1	11%	-5%	3%	-10%	22%	u	17%	-4%	3%
C(=N\Nc1ccccn1)/c1cccnc1	5%	22%	8%	-2%	9%	8%	17%	2%	4%
Cc1c(NC(C)C)c(=O)n(-c2ccccc2)n1C	8%	0%	13%&-2%	-74%&-1%[inhibitor]	-6%	2%	4%	17%	-2%
CC(C)Oc1ccc(C(=O)NC(=S)N2CCOCC2)cc1	u	0%	-16%	x	10%	-14%	-23%	2%	8%
Cc1cccc2c1-c1sc(C(=O)N(C)c3cccc(C(F)(F)F)c3)cc1CO2	2%	0%	x	x	x	-13%	-18%	8%	x
CC(C)(C)C(=O)c1c(N)[nH]c(C(=O)c2ccccc2)c1-c1c(F)cccc1F	-15%	-21%	15%	x	-6%	-7%	u	17%	-23%
O=C(NCc1ccccc1)c1ccc2c(c1)C(=O)N(Cc1ccncc1)C2=O	10%	-1%	-4%	-4%	1%	-5%	0%	21%	-1%
C=CCc1cccc(/C=C/c2cc(=O)c3ccccc3[nH]2)c1O	-11%	-11%	-1%	-10%	-6%	-6%	11%	1%	-13%
CC(=O)n1nc(-c2ccccc2)nc1NCc1cccs1	5%[0.307 µM]	19%	14%	-2%	23%	-3%	5%[0.307 µM]	19%	5%
COc1cccc(CC(=O)OCC(=O)c2cc(OC)ccc2OC)c1	6%	-16%	4%	-11%	14%	2%	-4%	14%	0%
O=C(/C=C/c1ccccc1)OCCCCN=C1NS(=O)(=O)c2ccccc21	3%	0%	8%	-7%	-7%	-1%	-4%	-9%	-8%
CC1CCC(NC(=O)c2ccc(CS(=O)(=O)c3cccc(C(F)(F)F)c3)o2)CC1 (stereo not given)	-14%	-9%	x	x	x	-11%	18%	8%	x
Cc1ccc(CCN2CC(C(=O)NC(C)C)CC2=O)cc1 (stereo not given)	-11%	2%	6%	-4%	22%	28%	16%	-9%	2%
COC(=O)Cc1c(C)nc2nc(NCc3cccc([N+](=O)[O-])c3)[nH]n2c1=O	6%	4%	6%	0%	10%	2%	7%	-19%	1%
CCCc1cn(S(=O)(=O)c2ccc(OC)cc2OC)nc1N	3%	0%	52%	1%	3%	-38%	8%	1%	-1%
O=C(Nc1ccc(F)cc1)C(c1ccccc1OC(F)(F)F)N1CCN(C(=O)c2ccco2)CC1 (stereo not given)	-5%	-1%	x	x	-13%	u	-29%	7%	-8%
CC(=O)c1cccc(NC(=O)C(C)OC(=O)CCN=C2NS(=O)(=O)c3ccccc32)c1 (stereo not given)	-2%	4%	1%	-13%	-9%	29%	5%	-24%	0%
O=C(NC1CCCCC1)C(C1CC1)N1CCc2ccccc2C1 (stereo not given)	3%	0%	-1%	x	13%	-23%	-21%	18%	11%
CN(C)CCNC(=O)c1ccc(Cl)c2cc3ccccc3nc12	-11%	u	-5%	u	21µM*	2.1µM*	7.1µM*	-16%	10µM*
CC(C)Cc1ccc(CN2CCCC(NC(=O)CCn3cnnn3)C2)cc1 (stereo not given)	-58%	-18%	-3%	1%	-6%	u	-65%	-17%	-2%
CCOC(=O)C1=C(COC(=O)c2cc(S(=O)(=O)N(C)C)ccc2C)NC(=O)NC1C (stereo not given)	11%	0%	u	-2%	-3%	23µM*	9%	6%	-1%
Cc1cc(N(CC(=O)O)S(C)(=O)=O)ccc1Br	-18%	-5%	0%	-4%	6%	-1%	0%	-2%	16%
Cn1cc(Br)c(C(=O)Nc2sc3c(c2C(N)=O)CCC3)n1	29%	-15%	7%	-1%	6%	-1%	45%[activator]	-12%	0%
COC(=O)c1oc2nc(C)cc(C)c2c1N	-7%	22%	-7%	-12%	1%	36%	40%[activator]	14%	17%
C/C(=C\C(=S)Nc1ccccc1)Nc1cccc2ccccc12	u	20%	5%	-6%	2%	11%	u	11µM*	1%
O=C(CSc1ccccc1C(=O)O)NC1CCCCCCC1	-9%	8%	-10%	-6%[9.22 µM]	6%	0%	0%	4%	13%
O=C(c1cccc(C(F)(F)F)c1)C1CCCN(C(=O)Cn2cncn2)C1 (stereo not given)	-12%	-3%	-9%	-42%	-12%	-14%	-6%	-4%	-3%
C1CN=C(NC23CC4CC(CC(C4)C2)C3)C1	3%	8%	-5%	-10%	-2%	7%	9%	2%	-3%
COc1cc2c(cc1OC)C(c1cccs1)N(C(=O)c1cccnc1)CC2 (stereo not given)	-18%	5.8µM*	22%	5.2µM*	-28%	u	u	-8%	u
COC(=O)c1c(NC(=O)CSc2nc3ccccc3c(=O)n2-c2ccccc2)sc(C)c1C	13%	-3%	8%	1%	10%	-25%	7%	-22%	18%
COc1ccc(CNC(=O)COC(=O)c2c[nH]c(=O)[nH]c2=O)cc1OC	-4%	22%	-24%	0%	11%	u	9%	9%	12%
